# TSG101-PTAP inh: qHTS Assay for Iinhibitors of HIV-1 Budding by Blocking the Interaction of PTAP/TSG101; Tumor susceptibility gene 101 protein (Homo sapiens), Q99816; Fluorescence polarization, FITC-PTAP peptide / Tsg101 binding; Potency, µM (series often up to 115 µM), for inactives: at the highest dose activity change, negative = inhibition, actives largely listed as inhibitors; 340,000 tested, under 10 active; AID 493005, 2010; active means well fitted inhibition curve with a large enough effect in the main read-out, with a control signal flat, not every such curve was filed as active; inconclusive means small, poorly fitted or top-dose-only effect, or effect the other way, or a change in a side signal; inactive means no such curve, though single readings can be large or run the other way; further: potency means the concentration at half of the fitted maximal effect; % of control where 0% means no effect
# Target sequence (Q99816 whole entry, looked up): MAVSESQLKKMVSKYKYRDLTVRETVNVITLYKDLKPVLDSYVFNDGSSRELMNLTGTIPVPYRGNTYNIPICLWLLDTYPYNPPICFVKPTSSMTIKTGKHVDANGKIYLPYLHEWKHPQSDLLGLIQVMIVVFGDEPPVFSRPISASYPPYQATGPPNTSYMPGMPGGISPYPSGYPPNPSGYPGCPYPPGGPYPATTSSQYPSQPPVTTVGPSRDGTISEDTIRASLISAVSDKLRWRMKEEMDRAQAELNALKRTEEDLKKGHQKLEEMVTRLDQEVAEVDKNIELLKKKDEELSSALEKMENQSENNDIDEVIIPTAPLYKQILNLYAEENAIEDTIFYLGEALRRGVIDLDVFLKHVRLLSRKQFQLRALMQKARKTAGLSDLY
#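 FP read-out: FITC-PTAP peptide, 50 nM final, binding Tsg101 binding domain, 10 uM final; 20 min, r.t.; 10 mM HEPES pH 7.5, 0.15 M NaCl, 0.01% Tween 20, 3 mM EDTA, 0.1 mM TCEP.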
# Eya2 inh: qHTS Assay for Inhibitors of the Phosphatase Activity of Eya2; Protein phosphatase EYA2 (Homo sapiens), O00167; Potency, µM (titrated, usually from 76.9 µM), for the others: at the top dose activity, negative = inhibition, hits mostly inhibitors; 330,000 compounds, 0.006% hits; recombinant Eya2, OMFP fluorescence dephosphorylation (OMFP is methylfluorescein phosphate); AID 488837, 2010; further: potency means the concentration at half of the fitted maximal effect; on the % scale 0 is the no-effect control and ±100 the full control effect
#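 Eya2 protein (added as 0.2 uM solution) was preincubated with compound for 10 min at ambient temperature in 50 mM HEPES pH 7.5, 50 mM NaCl, 5 uM MgCl2, 0.05% BSA, 1 mM DTT. OMFP (added at 50 uM) then reacted 10 min; fluorescence read at 485/525 nm.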
# S-ASM inh: Inhibitors of Secretory Acid Sphingomyelinase (S-ASM): qHTS; Sphingomyelin phosphodiesterase (Homo sapiens), P17405; placental ASM, HMU-PC fluorogenic substrate, 60 min; Potency, µM (top dose mostly 57.5 µM), inactives show at the highest dose activity change, negative = inhibition, hits mostly inhibitors; 340,000 compounds, 0.006% hits; further: potency means the concentration at half of the fitted maximal effect
#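 Human placenta-derived ASM enzyme was preincubated with compound for 10 minutes at room temperature, then given fluorogenic substrate HMU-PC0 (9 uM final) for 60 minutes at 37 °C; a pH 10 stop preceded fluorescence reading at Ex 386/Em 447 nm.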
# B2AR arrestin: qHTS assay of beta-arrestin-biased ligands of beta2-adrenergic receptor | 330,000 compounds, 0.02% hits | Potency, µM (highest dose often 46.1 µM), for the others: at the highest dose activation, most hits filed as activators | Beta-2 adrenergic receptor (Homo sapiens), P07550 | beta-arrestin recruitment to beta2AR, cell-based reporter | AID 492947, 2010;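 further: potency means the concentration at half of the fitted maximal effect; 0% = DMSO controls and full agonism = EC100 isoproterenol or metaproterenol; nearly all actives have a fitted effect of over 65% in size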
# TRPV1 agonist: HTS Assay for Compounds that Act as Agonists of the Vanilloid Receptor 1; TRPV1-expressing cells, Fluo-8 calcium influx, agonist mode; activation, % at 8.33 µM; 320,000 compounds, 0.19% hits; in the data active means activation above about 80%; inconclusive means between about 30% and that limit; further: 0% is about no effect
#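 Fluo-8 calcium influx in TRPV1-expressing cells, kinetic read (ex 480/em 520 nm). Compound added and read 3 min for agonist activity, followed by capsaicin at EC20 final and 2 min further read for enhancement.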
# p53 reactivation: qHTS assay for re-activators of p53 using a Luc reporter. H1299 p53-A138V BP100-luciferase reporter, luminescence, 24 h. Potency, µM (top dose mostly 92.2 µM), for inactives: at the top dose activity change, positive = activation, actives largely listed as activators. 320,000 compounds, 0.063% hits; further: potency means the concentration at half of the fitted maximal effect; % of control where 0% means no effect; nearly all actives have a fitted effect of over 45% in size
#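 p53-null H1299 cells stably carrying temperature-sensitive p53-A138V and a BP100-luciferase reporter were pinned with compounds (4-point, 1:5 series) and held 24 hrs at 37 deg C. Luminescence was read 10 min after detection reagent.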
# a7 integrin act: qHTS for Activators of Integrin-Mediated Alleviation for Muscular Dystrophy | Potency, µM (highest dose often 38.3 µM), inactives show at the highest dose activation, most hits filed as activators | AID 624291, 2012 | alpha7betagal myoblasts, beta-gal FDG fluorescence, 48 h | 350,000 compounds, 0.064% hits;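 further: potency means the concentration at half of the fitted maximal effect; 100% = response of the positive control SU9516; nearly all actives have a fitted effect of over 60% in size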
#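 alpha7betagal+/- myoblasts (passage 13, 250/well) treated 48 h at 37C with compounds at 1:260 dilution of DMSO stock. Lysed, then beta-galactosidase activity read as FDG fluorescence (ex 480/em 540) after 30 min, with pre-read for autofluorescence.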
# uPA generation: qHTS for Inhibitors of Cell Surface uPA Generation; cell surface uPA generation assay, qHTS; Potency, µM (top dose mostly 38.3 µM), for the others: at the highest dose activity change, negative = inhibition, usual class: inhibitors; AID 540303, 2011; 330,000 compounds, 0.31% hits; active means well fitted inhibition curve with a large enough effect; inconclusive means small, poorly fitted or top-dose-only effect; inactive means no such curve, though single readings can be large or run the other way; tested in mouse RAW 264.7 cells; further: potency means the concentration at half of the fitted maximal effect; on the % scale 0 is the no-effect control and ±100 the full control effect; nearly all actives have a fitted effect of over 55% in size
# BRCA1 expr act: qHTS Assay to Identify Small Molecule Activators of BRCA1 Expression; AID 624202, 2012; MCF7-BRCA1-FFLuc reporter, luminescence, 48 h; response scale: scaled: vehicle 0%, 10 µM genistein 100%; 380,000 compounds, 1.1% hits; Potency, µM (highest dose often 46.1 µM), inactives show at the top dose activation, hits mostly activators; further: potency means the concentration at half of the fitted maximal effect; nearly all actives have a fitted effect of over 80% in size; some results filed as inactive show a strong effect at the top dose
#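 Activators of BRCA1 expression were detected as increased firefly luciferase luminescence in engineered MCF7 cells after 48 h compound incubation. Signals were scaled to genistein 10 microM as full activation.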
# USP2a block: qHTS Assay for Inhibitors of Ubiquitin-specific Protease USP2a Using CHOP2 as the Reporter. Ubiquitin carboxyl-terminal hydrolase 2 (Homo sapiens), O75604. USP2 core, Ub-CHOP2 coupled fluorogenic reporter, 485/531. Potency, µM (titrated, usually from 38.3 µM), without a hit: top-dose activity change, negative = inhibition, actives largely listed as inhibitors. 330,000 compounds, 0.01% hits. AID 463254, 2010;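 further: potency means the concentration at half of the fitted maximal effect; plate controls were DMSO wells for no effect and full inhibition by NEM control for full effect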
# Target sequence (O75604 whole entry, looked up): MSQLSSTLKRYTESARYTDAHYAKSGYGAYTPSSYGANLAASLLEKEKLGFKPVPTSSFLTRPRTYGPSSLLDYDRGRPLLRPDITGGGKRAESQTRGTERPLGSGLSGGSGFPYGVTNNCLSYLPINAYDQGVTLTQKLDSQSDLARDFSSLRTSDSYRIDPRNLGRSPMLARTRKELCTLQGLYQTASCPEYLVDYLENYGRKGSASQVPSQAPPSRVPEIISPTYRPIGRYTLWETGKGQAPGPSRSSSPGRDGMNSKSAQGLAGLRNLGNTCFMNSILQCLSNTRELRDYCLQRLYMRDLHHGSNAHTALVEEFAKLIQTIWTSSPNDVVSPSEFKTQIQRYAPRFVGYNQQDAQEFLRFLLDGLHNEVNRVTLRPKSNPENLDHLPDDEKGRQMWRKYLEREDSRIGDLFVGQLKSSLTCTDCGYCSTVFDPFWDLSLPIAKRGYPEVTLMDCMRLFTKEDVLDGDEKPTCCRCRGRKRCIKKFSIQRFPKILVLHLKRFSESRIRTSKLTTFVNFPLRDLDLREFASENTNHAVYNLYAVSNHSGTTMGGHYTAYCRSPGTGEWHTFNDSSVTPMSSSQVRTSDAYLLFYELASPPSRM
#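 USP2 core (10nM final) preincubated 30min RT with compound in 20mM Tris-HCl pH 8.0, 2mM CaCl2, 2mM beta-mercaptoethanol, 0.05% CHAPS; 25nM Ub-CHOP2 plus 25nM reporter substrate added, fluorescence (Ex485/Em531) read after 60min.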
# ELG1 genotox: qHTS screen for small molecules that induce genotoxicity in human embryonic kidney (HEK293T) cells expressing luciferase-tagged ELG1 | HEK293T ELG1-luciferase reporter, luminescence, 16 h | Potency, µM (highest dose often 46 µM), without a hit: at the highest dose activity change, positive = activation, usual class: activators | 330,000 compounds, 1.3% hits | AID 504466, 2011; further: potency means the concentration at half of the fitted maximal effect; % of control where 0% means no effect; nearly all actives have a fitted effect of over 60% in size
#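 Reporter readout depends on ELG1 protein level, which increases with genetic stress. After 16 hr compound exposure at 37 °C, luciferase activity was quantified using ONE-Glo.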
# * = called active by the depositor; ? = inconclusive; . = not tested or not shown; & = joins results of further samples; [ ] = dose if it differs, or a comment. Unless noted, the call rests on the fitted dose curve; in most records, active means well fitted curve in the direction sought with a large enough effect; inconclusive means small, poorly fitted or top-dose-only effect, or another doubt; inactive means no such curve, though single readings can be large; an effect the other way counts as inactive or inconclusive.
SMILES,TSG101-PTAP inh,Eya2 inh,S-ASM inh,B2AR arrestin,TRPV1 agonist,p53 reactivation,a7 integrin act,uPA generation,BRCA1 expr act,USP2a block,ELG1 genotox
Cn1nc(C(=O)NCC(=O)Nc2ccc(F)c(F)c2F)c2ccccc2c1=O,1%,-1%,-3%,0.0%,-1,7%,-15%,4%,-15%,2%,4%
Nc1ccc(C(=O)Nc2nccs2)cc1,0%,-2%,8%,0.2%,4,2%,18%,-14%,94%,4%,?
Cc1ccc(NC(=S)NCc2cccnc2)cc1,-2%,-4%,3%,-1.1%,2,2%,11%,-8%,5%,-3%,1%
O=C(O)C1C2C=CC(C2)C1C(=O)NCCCN1CCOCC1 (centres undefined),-4%,5%,0%,-0.4%,-2,10%,-27%,-8%,1%,0%,-15%
CC(C)(C)n1ncc2c(=O)n(CC(=O)Nc3ccccc3)cnc21,2%,10%,-1%,-0.4%,14,?,-2%,1%,1%,1%,6%
CCCCN1C[C@H](Cc2ccccc2)[C@@H](CC(=O)NCc2ccc(OC)cc2)C1=O,-3%,-4%,2%,-4.1%,?,5%,13%,2%,4%,2%,-8%
O=C(O)CCc1ccc(-c2ccccc2)n1CC(=O)O,-6%,-9%,8%,-0.6%,0,15%,44%,-1%,10%,0%,-3%
CC(=O)c1cccc(Nc2nc(-c3ccccc3)cs2)c1,0%,-3%,-14%,-0.1%,?,8%,-23%,5%,5%,4%,?
NC(=O)CCC1NC(=S)N(Cc2ccccc2)C1=O (centres undefined),-2%,-4%,-3%,-0.3%,2,13%,-20%,-1%,-3%,1%,-1%
COc1ccc(/C=C(/NC(=O)c2ccco2)C(=O)NCCc2ccccc2)cc1,-5%,3%,-2%,0.0%,-2,-4%,-16%,-2%,-21%,2%,8%
CSc1ccc(/C=C2\NC(=O)NC2=O)cc1,1%,.,17%,.,.,.,2%,?,85%,.,.
CCCCN(CCNP(=O)(OCC)OCC)CP(=O)(OCC)OCC,-1%,-14%,5%,0.5%,-2,-4%,-3%,0%,22%,1%,-2%
C#CCN1C(C)=CC(=O)[C@@H](O)[C@H]1c1ccccc1Br,-3%,.,4%,.,.,.,-3%,14%,13%,.,.
CCOC(=O)NC1(C(F)(F)F)NC(=O)N(c2cccc(C(F)(F)F)c2)C1=O (centres undefined),-5%,-2%,0%,-0.4%,19,-2%,17%,-2%,2%,-1%,3%
Cc1ccc(S(=O)(=O)c2ccc(NC(=O)c3c(F)cccc3F)cc2)cc1,-2%,-10%,1%,0.5%,11,-5%,-11%,-4%,-26%,1%,-4%
COc1ccc(/C=C/C(=O)O)cc1COc1cccc(C)c1,-1%,-11%,5%,-0.5%,0,-14%,12%,-7%,-16%,0%,1%
CC1CC(C)CN(CCCNC(=O)c2ccc3nc(N4CCOCC4)sc3c2)C1 (centres undefined),-4%,5%,-3%,-0.2%,1,.,-42%,?,-6%,3%,9%
Cc1csc(=Nc2c(C)n(C)n(-c3ccccc3)c2=O)n1Cc1ccccc1,-3%&-3%,-6%,3%&3%,-0.6%,-2,-1%,5%&-1%,5%&-1%,0%&1%,-1%,-4%
CCN(CC)CCN1C(=O)C(=O)/C(=C(/O)c2ccc(S(=O)(=O)N3CCOCC3)cc2)C1c1ccc(Cl)cc1 (centres undefined),-3%,-9%,-2%,-0.3%,-2,5%,4%,1%,-4%,3%,1%
COc1ccc(NC(C)=O)cc1S(=O)(=O)N1CCN(C(=O)c2ccccc2F)CC1,-2%,12%,-1%,-0.8%,5,-1%,-17%,-3%,0%,8%,1%
CC(=O)N1CCOc2ccc(S(=O)(=O)N3CCC(C(=O)Nc4ccc(C)cc4C)CC3)cc21,1%,3%,0%,0.1%,-2,-9%,9%,-6%,-1%,2%,-2%
O=C(Cn1ncc(Cl)c(Cl)c1=O)NC(=O)NC1CCCCC1,-2%,-31%,-4%,-0.5%,.,-18%,-5%,6%,-89%[inhibitor],-3%,?
COc1ccc(OC)c(S(=O)(=O)N2CCCC(C(=O)NCc3ccccn3)C2)c1 (centres undefined),0%,0%,1%,0.0%,1,-3%,-29%,0%,-12%,3%,0%
CS(=O)(=O)c1ccc(Cl)c(NC(=O)COC(=O)CNC(=O)c2ccc3ccccc3c2)c1,-5%,-13%,-2%,0.4%,4,1%,6%,-5%,10%,-1%,5%
COc1ccc(C(=O)Nc2cc3c(cc2C(=O)O)OCCCO3)c(OC)c1,-7%,-1%,6%,0.3%,-5,-4%,10%,5%,-3%,0%,4%
CCN1C(=O)[C@H]2[C@@H](c3ccc(C)cc3)N3C(=O)N(c4ccccc4)C(=O)[C@@]3(Cc3ccc(Cl)cc3)[C@H]2C1=O,-6%,-4%,0%,-0.6%,-3,2%,12%,6%,-26%,0%,-1%
COc1ccc(C(CNC(=O)CNC(=O)c2cccc(Cl)c2)N2CCCC2)cc1 (centres undefined),-10%,-8%,-2%,-0.4%,6,-9%,6%,-2%,-24%,-2%,3%
CCN(CC)C(=O)CSc1n[nH]c(=S)n1N,0%,4%,3%,-0.1%,-3,1%,-17%,4%,5%,0%,-1%
CCc1cc2c(=O)c(-c3nc4ccccc4[nH]3)coc2cc1OC(=O)N1CCOCC1,-4%,5%,244%[activator],0.1%,8,0%,2%,.,12%,-2%,-2%
CN(C)Cc1c(O)ccc2oc(Cc3ccccc3)cc12,-1%,-10%,-1%,-0.2%,3,2%,-44%,-4%,0%,-15%,12%
Cc1ccc(N(C)S(=O)(=O)c2cccc(C(=O)NC3CC(C)(C)NC(C)(C)C3)c2)cc1,-4%,24%,-2%,-0.2%,1,-6%,-17%,-8%,-28%,-1%,3%
COc1ccc(/C=C/C(=O)Oc2cc(O)cc(O)c2)cc1,-2%,1%,-1%,2.8%,?,6%,?,4%,-16%,-1%,-1%
CC(=O)COc1ccc2c(c1C)O/C(=C\c1ccco1)C2=O,-1%,-9%,91%[activator],0.8%,-7,16%,0%,-16%,?,6%,?
C=CCNC(=O)COc1cc(C)cc(C)c1C,-2%,6%,-3%,-0.1%,20,-1%,0%,0%,0%,2%,-2%
CC(C)(C)C(=O)N1CCN(CCN2C(=O)c3cccc4cccc(c34)C2=O)CC1,-2%,-8%,-6%,0.1%,-6,.,2%,-5%,26%,1%,-3%
COc1cccc(NC(=O)C2C3C=CC(O3)C2C(=O)O)c1 (centres undefined),0%,9%,-2%,5.3%,1,24%,-39%[inhibitor],-2%,-4%,-1%,2%
COc1cc(/C=C(\NC(=O)c2ccccc2)C(=O)NC(C(=O)O)c2ccccc2)cc(OC)c1OC (centres undefined),0%,0%,0%,-1.4%,-1,.,-1%,5%,-15%,3%,2%
Clc1ccccc1C1=CC(c2ccco2)n2nnnc2N1 (centres undefined),-2%,12%,11%,-0.3%,12,0%,-8%,0%,-25%,0%,2%
Cc1nc(SCc2ccccc2)c(C(F)(F)F)c(=O)[nH]1,0%,20%,-1%,-0.2%,21,6%,12%,0%,1%,0%,4%
Cc1ccc(S(=O)(=O)Nc2c(C)n(C)n(-c3ccccc3)c2=O)c(C)c1,1%,8%,1%,2.6%,-2,-1%,-9%,-1%,0%,-1%,-1%
CCOCCOc1cccc(C(=O)NC(c2ccccc2)C(C)C)c1 (centres undefined),-5%,2%,3%,-1.0%,9,1%,17%,13%,19%,-1%,-1%
CCc1ccc(NC(=O)c2cnccn2)cc1,1%,0%,-2%,-0.1%,?,8%,32%,-9%,10%,0%,?

# High-throughput results: PubChem, National Center for Advancing Translational Sciences (NCATS)
